aDG glyco up: activators of alpha-DG glycosylation, primary screen, uHTS, Pro5-aDG cells, AlphaScreen; alpha-DG glycosylation AlphaScreen (IIH6); 0% Pro5, 100% B10-LARGE cell signal; activation, % at 10 µM; 360,000 tested, 0.22% active; AID 624168, 2012;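 active = activation of at least 8% versus controls, or a plate z-score of at least 8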;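 also: Pro5 are CHO cells carrying HIG-tagged alpha-DG that lacks glycosylation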
HTR2A ag: mouse Htr2a agonists via beta-arrestin recruitment, primary screen, cell-based, luminescence | CHO-K1 mHTR2A beta-arrestin complementation; percent of 30 µM serotonin response | 360,000 tested, 0.66% active | AID 624169, 2012 | 5-hydroxytryptamine receptor 2A (Mus musculus), P35363 | activation, % at 7.6 µM;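 active = activation above a run cutoff, the mean activation of all tested compounds plus 3 SD, cut at about 14% in these data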;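 also: 0% = plate median of compound wells and 100% = 30 µM serotonin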
Target sequence (P35363 whole entry, looked up): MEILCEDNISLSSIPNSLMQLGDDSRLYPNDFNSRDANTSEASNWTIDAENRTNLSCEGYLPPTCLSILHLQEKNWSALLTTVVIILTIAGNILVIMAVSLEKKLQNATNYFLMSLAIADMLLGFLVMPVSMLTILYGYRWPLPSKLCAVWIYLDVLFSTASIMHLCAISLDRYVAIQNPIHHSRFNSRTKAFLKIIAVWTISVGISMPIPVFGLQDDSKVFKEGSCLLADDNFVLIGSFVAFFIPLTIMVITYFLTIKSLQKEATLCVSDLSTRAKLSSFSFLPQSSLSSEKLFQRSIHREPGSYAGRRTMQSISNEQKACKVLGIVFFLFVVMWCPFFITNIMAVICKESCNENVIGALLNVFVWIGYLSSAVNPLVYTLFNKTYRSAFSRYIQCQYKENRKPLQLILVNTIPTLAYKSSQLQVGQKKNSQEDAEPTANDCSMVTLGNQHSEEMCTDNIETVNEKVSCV
CaV13 FRET inh: Primary screen for inhibitors of IQ motif and Ca2+-dependent inactivation inhibitor domain binding in CACNA1D, Förster resonance energy transfer in living cells, …. 340,000 tested, 0.098% active. inhibition, % at 12.3 µM. HEK cells, CFP/YFP FRET ICDI-IQ, plate reader, 10 min; percent FRET-ratio fall versus neutral wells;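 active = mean replicate inhibition of at least 30% and at least 1% of replicates passing that level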;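 also: 0% = median of the neutral control wells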
Cardio protect: cardioprotection against H2O2-induced cell death, primary screen, uHTS, H9c2 cells, ATPLite luminescence; AID 588492, 2011; 360,000 tested, 0.63% active; protection from H2O2 cell death, % at 20 µM; H9c2 cardiomyocytes, H2O2 injury protection, 2 h;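 active = compounds giving at least 50% protection of heart cells from peroxide-induced death in the single-dose screen, raw or plate-pattern-corrected value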;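 also: 0% = DMSO wells with peroxide and 100% = DMSO wells without peroxide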
ABCB6 inh 2: ABCB6 transporter inhibitors, primary screen, K562-ABCB6 cells, flow cytometry, MLPCN library; ATP-binding cassette sub-family B member 6 (Homo sapiens), Q9NP58; K562-ABCB6 porphyrin accumulation, 1 h; hits give low values; fluorescence ratio to DMSO, % at 10 µM; 360,000 tested, 0.19% active; AID 602162, 2011;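 active = fluorescence ratio to DMSO below 75%, the collection mean minus 3 SD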;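 also: signal is porphyrin accumulated inside mitochondria; 100% equals median channel fluorescence of DMSO control wells; lower ratio means ABCB6 inhibition with less porphyrin fluorescence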
PDI inh: inhibitors of human PDI, primary screen, biochemical, turbidity, single point, plate reader; AID 588391, 2011; 350,000 tested, 0.052% active; Protein disulfide-isomerase (Homo sapiens), P07237; inhibition, % at 10 µM; PDI insulin aggregation turbidity, A650, 90 min;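 active = mean inhibition across replicates of 30% or more, whatever share of single replicates reach that level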;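 also: absorbance from insulin aggregation driven by PDI reduction with DTT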
Target sequence (P07237 whole entry, looked up): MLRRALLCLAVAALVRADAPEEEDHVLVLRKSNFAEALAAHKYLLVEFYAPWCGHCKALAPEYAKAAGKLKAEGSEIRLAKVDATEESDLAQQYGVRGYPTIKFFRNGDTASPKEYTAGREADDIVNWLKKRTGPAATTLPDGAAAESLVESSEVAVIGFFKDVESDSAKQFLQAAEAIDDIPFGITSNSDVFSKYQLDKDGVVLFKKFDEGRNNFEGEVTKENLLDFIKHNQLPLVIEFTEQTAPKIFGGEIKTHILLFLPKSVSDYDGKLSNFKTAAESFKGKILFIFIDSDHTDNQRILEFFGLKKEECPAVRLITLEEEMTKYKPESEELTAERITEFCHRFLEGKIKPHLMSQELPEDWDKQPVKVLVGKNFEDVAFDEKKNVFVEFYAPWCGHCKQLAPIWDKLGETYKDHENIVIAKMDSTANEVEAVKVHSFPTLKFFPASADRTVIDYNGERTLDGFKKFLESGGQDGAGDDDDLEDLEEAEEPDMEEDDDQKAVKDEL
Granule exo inh: LAMP-1 surface exposure blockers, TALL-104 cells – cell-based, flow cytometry, MLPCN library, primary screen; 360,000 tested, 0.66% active; TALL-104 LAMP-1 surface exposure; cells stimulated with thapsigargin and PMA; inhibition, % at 10 µM;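 active = inhibition above about 55%, limit read from the data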
N-glyco inh: increase of ERlucT glycosylation luciferase signal, primary screen, N-linked glycosylation inhibitor project, D54 ERlucT cells, luminescence, set 2. 360,000 tested, 0.23% active. reporter increase, % at 12.5 µM. D54 ERlucT glycosylation luciferase reporter, 24 h; percent of 100 nM tunicamycin response;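 active = mean luciferase reporter signal, scaled so untreated is 0 and the glycosylation-blocking control 100, at or above a set limit in every replicate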;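 also: luciferase carries N-glycosylation sites so blocking glycosylation raises the light; 0% = median of neutral control wells and 100% = median of 100 nM tunicamycin wells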
iPSC survival up: enhancers of single-cell hiPSC survival, primary screen, ATPlite luminescence; 100% = ROCK inhibitor wells, 0% = DMSO; survival enhancement, % at 20 µM; 360,000 tested, 0.044% active; AID 602274, 2012; in the data active = survival enhancement above about 18%;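 also: cells exposed to compounds for 16 hours before the ATP read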
Vif imaging: HIV Vif self-association inhibitors, primary screen, imaging, HEK293T, single point | HEK293T cells, Vif self-association by quenched fluorescence, 24 h | inhibition, % at 7.49 µM | 340,000 tested, 0.35% active | AID 602346, 2012; in the data active = inhibition above about 50%, passing the limit was not always enough; also: some results filed as inactive read as strong as hits
The depositor's hits bear a star; · = not tested or not shown; & = joins results of further samples.

SMILES	aDG glyco up	HTR2A ag	CaV13 FRET inh	Cardio protect	ABCB6 inh 2	PDI inh	Granule exo inh	N-glyco inh	iPSC survival up	Vif imaging
Cc1cnc(NC(=O)CSc2nnc(Cc3ccccc3)o2)s1	0.0	-4.3	-5.9	-6.0	102.0	-6.5	0.2	0.9	0.4	0.3
C(#Cc1ccccc1)C[N+]1(CC#Cc2ccccc2)CCCCC1	-0.2	-7.2	-3.8	-18.7	97.0	-5.1	-0.3	2.1	-1.0	-1.2
Cc1nc2cc(C)c(C)cc2o1	0.0	-1.1	-12.0	4.7	96.0	8.9	-2.8	-0.6	3.2	-0.1
Cc1csc2nc(CCNS(=O)(=O)c3ccc4c(c3)OCCO4)cn12	-0.1	6.9	-13.5	-0.2	101.0	·	-0.1	1.3	0.7	15.3
Cc1[nH]c2ccccc2c1C(=O)COC(=O)CCS(=O)(=O)c1ccccc1Cl	0.8	0.3	-5.3	5.2	97.0	3.4	-3.1	-5.5	0.4	-10.5
CN(Cc1ccccc1)C(=O)c1cccc(NC(=O)Cc2cccc(NC(=O)C3CCN(C(=O)c4ccccc4)CC3)c2)c1	0.3	-2.1	-3.2	11.0	100.0	2.3	1.5	-0.7	-2.3	·
O=C(NCc1ccc(Cl)cc1)C1CCCCN1S(=O)(=O)c1ccccc1 (centres undefined)	0.0	-0.9	-2.7	-2.8	94.0	-6.2	19.5	0.3	-0.7	-2.2
CCOC(=O)C1=CCN(Cc2ccccc2)CC1	0.0	18.6*	-5.0	12.1	101.0	-6.5	13.7	1.2	-0.3	2.2
Fc1ccc(OCc2cc(-c3ccccc3)no2)cc1	0.0	0.2	-1.1	3.0	95.0	-9.4	-0.4	-0.8	-0.6	0.7
CCc1cc(C(=O)OC)c(NC(=O)CC2SC(N)=NC2=O)s1 (centres undefined)	0.4	-3.9	-6.1	3.4	95.0	0.7	-1.8	2.3	-1.8	5.9
NC(=O)c1ccc(NC(=O)COC(=O)CCC2CCCC2)cc1	0.1	-0.8	-4.0	2.1	95.0	-2.0	1.2	0.5	-1.6	9.5
CCn1c(O)c(N=NC(=O)Cn2ccc(C(F)(F)F)n2)c2ccccc21	-0.2	-0.1	-5.2	2.6	100.0	-6.1	-0.6	-0.6	0.9	-0.5
CC1CC(C)CN(CC(=O)Nc2ccc(S(N)(=O)=O)cc2)C1 (centres undefined)	0.0	0.6	-1.2	-1.4	97.0	2.0	-1.3	-0.6	-2.1	1.8
CC(=O)C1=C(C)NC(=S)NC1c1cc([N+](=O)[O-])ccc1O (centres undefined)	-0.1	1.0	-4.2	3.2	94.0	-3.0	16.5	1.7	0.0	-1.0
CCCN(CC1CC1)C(=O)COC(=O)c1[nH]c(C)c(C(=O)OCC)c1C	0.2	0.5	-6.4	4.3	95.0	2.9	-2.7	0.1	-0.4	·
CC(=O)Nc1ccc(S(=O)(=O)N2CCN(Cc3nc4sc(C)c(C)c4c(=O)[nH]3)CC2)cc1	-0.2	-0.1	-0.3	16.6	93.0	-5.4	-3.7	2.1	-0.2	-0.4
COc1cccc(C=Nc2cc(C(C)C)c(O)cc2C)c1O	0.1	5.3	-1.6	-6.3	96.0	3.8	-1.5	2.7	-1.6	1.3
O=C(CCN=C1NS(=O)(=O)c2ccccc21)Nc1ccc(Cl)cc1F	-0.2	-0.5	-2.7	3.2	101.0	2.6	-0.1	2.5	-0.4	-3.7
CCCCCCn1c(Br)nc2c1c(=O)n(C)c(=O)n2C	0.5	-2.6	-2.0	0.0	95.0	-0.6	-1.2	1.8	-2.1	0.9
CC(=O)Nc1ccc(C(=O)NNC(=O)c2csc(N3CCOCC3)n2)cc1	-0.1	1.4	-6.2	-1.5	97.0	-9.6	2.6	0.2	6.3	·

Reprinted at random: two compounds from above.
SMILES	aDG glyco up	HTR2A ag	CaV13 FRET inh	Cardio protect	ABCB6 inh 2	PDI inh	Granule exo inh	N-glyco inh	iPSC survival up	Vif imaging
Cc1nc2cc(C)c(C)cc2o1	0.0	-1.1	-12.0	4.7	96.0	8.9	-2.8	-0.6	3.2	-0.1
CC(=O)C1=C(C)NC(=S)NC1c1cc([N+](=O)[O-])ccc1O (centres undefined)	-0.1	1.0	-4.2	3.2	94.0	-3.0	16.5	1.7	0.0	-1.0

Further structures follow:
SMILES	aDG glyco up	HTR2A ag	CaV13 FRET inh	Cardio protect	ABCB6 inh 2	PDI inh	Granule exo inh	N-glyco inh	iPSC survival up	Vif imaging
C/C=C/C=N/Nc1nc(C)cc(=O)[nH]1	-0.4	3.6	-4.5	3.9	107.0	-1.9	-0.4	-0.3	-0.8	-5.7
CC(OC(=O)c1ccncc1)C(=O)Nc1cc(S(=O)(=O)N2CCCCC2)ccc1Cl (centres undefined)	0.0	4.5	-2.9	1.2	96.0	-5.4	4.7	0.6	-0.3	-12.6
CC(C)c1ccc(Nc2nnc(SCC(=O)c3nnc(-c4ccccc4)o3)s2)cc1	0.9	-2.1	-4.9	0.6	105.0	-4.1	-0.9	-1.6	3.5	-6.5
CCOc1ccccc1NS(=O)(=O)c1cn(C)nc1C	-0.4	-0.8	-3.8	1.4	100.0	2.1	5.9	-0.3	-1.6	3.3
O=C(O)C(CCCCNS(=O)(=O)c1ccc(F)cc1)NS(=O)(=O)c1ccc(F)cc1 (centres undefined)	0.3&-0.1	5.7&-4.7	-4.2&-2.1	2.9&1.6	105.0&94.0	2.5&-9.0	8.1&4.3	2.9&1.7	-0.2&-0.3	-1.9&23.7
Cc1cccc(C(=O)N2CCC(N3CCC(C(=O)N4CCOCC4)CC3)CC2)c1	0.0	-6.2	-4.8	1.0	100.0	0.7	3.5	-1.1	0.0	7.1
OC[C@@H]1CN(Cc2ccco2)C[C@H](n2cnc3c(NC4CCCC4)ncnc32)O1	-0.4	6.6	-10.0	1.2	95.0	1.7	5.5	0.2	0.8	-8.3
Cn1c(CNC(=O)Nc2ccccc2)nnc1SCc1ccccc1	-0.2	-2.2	-5.1	4.4	91.0	-6.4	1.7	-0.2	0.5	-3.2
CC(=O)Nc1ccc(C(=O)N2CCN(C(=O)c3ccco3)CC2)cc1	-0.1	0.9	-9.1	1.1	100.0	-2.0	-0.6	1.2	-2.1	6.0
Cc1nnc(C)c2c(C)n(C(C)c3ccccc3)c(C)c12 (centres undefined)	0.4	2.1	-6.5	-14.1	109.0	1.2	5.3	3.7	-3.9	-7.8
O=C(NCCC(=O)N1CCCCCCC1)c1ccc(Cl)cc1	0.2	4.9	-5.2	-0.1	97.0	-0.8	-4.3	-0.9	-0.4	2.4
CN1C(=O)/C(=C/c2ccccc2OCc2ccccc2)NC1=S	-0.1	-1.0	-6.9	4.0	90.0	-11.0	0.8	0.8	-1.0	-1.3
O=C(Nc1cccc(F)c1)NC1CCN(Cc2ccccc2)CC1	0.3	-8.8	-3.1	-0.4	103.0	0.1	12.0	-1.3	0.5	-13.1
CCCCOc1ccc(CCC(=O)N/N=C/c2ccco2)cc1	0.3	0.8	-4.3	-5.9	94.0	-2.3	-2.5	0.8	-0.5	2.0
COc1ccc(/C=C/C(=O)c2ccc3c(c2)OCO3)cc1OC	-0.3	6.4	-5.8	13.6	103.0	1.1	0.4	-0.3	-1.1	-2.0
CC1(C)CC2CC(C)(CN2S(=O)(=O)c2ccc(N)cc2)C1 (centres undefined)	-0.2	0.5	·	-1.6	100.0	-4.0	-2.1	-0.9	2.6	-5.7
CCN(CC)C(=O)COc1ccc2c3c(c(=O)oc2c1)CCCC3	0.1	-0.3	-0.5	3.0	98.0	-8.8	-14.5	2.2	0.7	2.4
Cc1cc(C)cc(OCc2ccc(C(=O)NC3CCOC3=O)o2)c1 (centres undefined)	-0.1	0.4	-4.7	8.2	101.0	-3.2	0.7	0.7	0.5	-4.5
O=C(c1ccco1)N1CCN(Cc2nc(-c3cccs3)no2)CC1	-0.1	-2.2	0.3	3.4	97.0	17.6	-2.8	-0.5	-0.4	-0.9
Cn1c(=O)c(C(=O)CN2CCOCC2)c(N)n(Cc2ccccc2)c1=O	0.4	1.2	·	-0.4	88.0	-0.8	-0.9	0.8	1.3	1.8
Cc1ccc(-n2c(CCC(=O)O)ccc2-c2cccs2)cc1	-0.1	-2.9	-8.2	-3.6	107.0	8.6	3.4	1.6	0.9	4.0
O=C(N/N=C/C(Br)=C/c1ccccc1)c1ccncc1	0.0	0.8	-4.7	-1.3	99.0	1.4	-10.5	10.5	-0.4	-4.1
CCC(NC(=S)NC1CCCCC1)c1ccc(C(C)C)cc1 (centres undefined)	4.6	5.3	-8.3	-16.4	94.0	-11.8	1.0	-7.0	-0.2	5.5
CCOc1ccc2nc(NCCCO)[nH]c2c1	-0.3	1.9	-9.0	10.3	94.0	2.2	-2.0	-0.2	-0.6	18.0
CS(=O)(=O)N(CC(=O)N/N=C/c1ccccn1)c1ccc(Oc2ccccc2)cc1	0.1	9.1	-4.3	11.0	102.0	4.8	16.9	1.5	-2.8	-12.6
Nc1c(C=C2C=CC(=O)C=C2)c(=O)nc2sc(CC(=O)N3CCOCC3)nn12	-0.2	-2.5	-2.4	8.0	99.0	8.4	0.1	0.7	-0.1	-7.7
CC(C)CCCCCCCCCCCCC(=O)NCC(=O)NC1C(O)C(O)C(Nc2ncnc3nc[nH]c23)OC1C(O)CO (centres undefined)	-0.4	7.5	·	-0.5	96.0	-11.7	-9.5	-17.3	-2.3	-7.8
COc1ccccc1-c1cncc(NC(C)=O)n1	-0.2	0.3	-5.0	18.0	91.0	-9.5	13.1	3.8	10.2	5.4
CN(c1cccc(NC(=O)CCSc2ccccc2)c1)S(C)(=O)=O	-0.1	-3.3	-7.9	0.0	97.0	-4.6	16.3	0.7	3.5	-3.3
COCC(=O)N(Cc1ccccc1)c1ccccn1	0.1	3.6	·	13.5	102.0	-4.1	-6.2	-1.3	0.4	1.4
O=C(O)/C(=C\c1ccc(F)cc1)c1ccc(-c2ccccc2)cc1	-0.1	1.6	-2.9	-1.9	98.0	-6.2	23.1	-0.5	0.4	15.0
CCOc1ccc(-c2cc(CCCC(=O)Nc3cc(OC)ccc3OC)no2)cc1	-0.1	9.2	-4.0	-2.9	99.0	-4.9	-2.9	-2.6	-1.1	-5.7
COc1cc(OC)cc(C(=O)/C=C2\Sc3ccccc3N2C)c1	0.2	3.8	-4.4	2.3	103.0	1.8	2.3	2.0	4.4	-3.5
CC1=C(C(=O)N2CCCCCC2)CC(CC(=O)NCCCN(C)C)C(=O)N1CCCN1CCCC1=O (centres undefined)	-0.1	-1.2	-11.3	·	98.0	·	-9.0	·	-2.1	·
COc1cccc(NC(=O)COc2ccc(C(=S)N3CCN(C)CC3)cc2OC)c1	1.4	-2.3	-2.5	-5.5	93.0	-23.0	2.4	-0.2	-0.2	-1.7
